Source: PubChem BioAssay (National Center for Advancing Translational Sciences (NCATS))
Tau ThT inhib – qHTS for Inhibitors of Tau Fibril Formation, Thioflavin T Binding | Microtubule-associated protein tau (Homo sapiens), P10636 | recombinant tau K18 P301L, heparin-induced fibrillization, ThT fluorescence | Potency, µM (highest dose often 57.4 µM), without a hit: at the highest dose activity, negative = inhibition, usual class: inhibitors | actives 2.1% (n = 270,000) | AID 1460, 2008; further: on the % scale 0 is the no-effect control and ±100 the full control effect; nearly all actives have a fitted effect of over 55% in size
Target sequence (P10636 561-689 P618L limits assumed): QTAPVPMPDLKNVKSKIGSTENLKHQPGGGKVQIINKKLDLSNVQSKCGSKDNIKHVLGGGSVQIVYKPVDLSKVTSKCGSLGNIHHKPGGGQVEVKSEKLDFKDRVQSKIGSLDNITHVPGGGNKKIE
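K18 P301L tau (15 uM + 0.24 uM Alexa 594-tagged), heparin 20 uM, NaOAc pH 7, 6 h 37 C; ThT 30 uM, 1 h RT, ex 450/em 510 nm.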
Tau fluor counter – Counterscreen qHTS for Inhibitors of Tau Fibril Formation, Fluorescence Polarization. tau K18 P301L (four-repeat tau fragment) Alexa594 fluorescence, heparin fibrillization. Potency, µM (highest dose often 57.7 µM), for the others: at the highest dose activity change, negative = decrease. actives 0.93% (n = 280,000). AID 1463, 2008; further: on the % scale 0 is the no-effect control and ±100 the full control effect; nearly all actives have a fitted effect of over 55% in size
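Human K18 P301L tau (15 uM unlabeled plus 0.24 uM Alexa 594-labeled, final) in 100 mM sodium acetate pH 7 was mixed with compound and 20 uM heparin and incubated 6 hr at 37 C.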
HTT cytoprotect – qHTS Multiplex Assay to Identify Dual Action Probes in a Cell Model of Huntington: Cytoprotection (ATP) | PC12 HTT-Q103 induced, cytoprotection, ATP luminescence, 40 h | Potency, µM (highest dose often 56.4 µM), for inactives: cytoprotection (ATP increase), usual class: activators | actives 0.14% (n = 230,000);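 further: % of control where 0% means no effect; nearly all actives have a fitted effect of over 45% in size; toxic huntingtin expression switched on by the ecdysone agonist tebufenozide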
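Stable PC12 Q103-GFP cells in serum-supplemented, phenol red-free DMEM; induction by tebufenozide at 100 nM final; compound dose series; cell viability quantified luminescently from ATP.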
KDM4E inh – qHTS Assay for Inhibitors of Human Jumonji Domain Containing 2E (JMJD2E); JMJD2E catalytic domain, FDH-coupled NADH fluorescence (FDH is formaldehyde dehydrogenase); actives 1.6% (n = 230,000); Potency, µM (doses to about 57.1 µM), without a hit: at the top dose activity change, negative = inhibition, hits mostly inhibitors; Lysine-specific demethylase 4E (Homo sapiens), B2RXH2; AID 2147, 2009; active means well fitted inhibition curve with a large enough effect, not every such curve was filed as active; inconclusive means small, poorly fitted or top-dose-only effect, or another doubt; inactive means no such curve, though single readings can be large or run the other way;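 further: 0% = wells with enzyme and -100% = buffer wells without enzyme; nearly all actives have a fitted effect of over 50% in size; many of its hits are not listed in these tables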
Target sequence (B2RXH2 1-337 limits assumed): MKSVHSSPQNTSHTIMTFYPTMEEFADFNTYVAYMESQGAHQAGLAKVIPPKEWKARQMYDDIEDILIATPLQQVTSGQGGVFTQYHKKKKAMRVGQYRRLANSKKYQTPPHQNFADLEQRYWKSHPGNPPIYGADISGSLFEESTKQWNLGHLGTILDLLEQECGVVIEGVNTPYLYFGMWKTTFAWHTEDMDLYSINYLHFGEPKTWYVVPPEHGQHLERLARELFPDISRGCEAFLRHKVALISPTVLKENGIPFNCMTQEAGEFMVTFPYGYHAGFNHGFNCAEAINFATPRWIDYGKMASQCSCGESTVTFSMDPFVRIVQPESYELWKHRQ
Tau fibril FP – qHTS for Inhibitors of Tau Fibril Formation, Fluorescence Polarization; Microtubule-associated protein tau (Homo sapiens), P10636; K18 P301L tau heparin fibrillization, Alexa594 FP, 6 h; Potency, µM (doses to about 57.7 µM), for the others: top-dose activity, negative = inhibition, most hits filed as inhibitors; actives 0.39% (n = 280,000); further: on the % scale 0 is the no-effect control and ±100 the full control effect; nearly all actives have a fitted effect of over 55% in size
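Compound effects on tau fibrillization are measured by Alexa 594 fluorescence polarization (ex 555, em 632 nm). K18 P301L tau is used at 15 uM with 0.24 uM labeled tracer, and 20 uM heparin induces aggregation over 6 hr at 37 C.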
SMN2 splice up – qHTS Assay for Enhancers of SMN2 Splice Variant Expression | actives 2.8% (n = 210,000) | Potency, µM (doses to about 46.1 µM), inactives show at the top dose activity change, positive = activation, hits mostly activators | HEK293 SMN2-luciferase splicing reporter, luminescence, 30-36 h; further: % of control where 0% means no effect; nearly all actives have a fitted effect of over 55% in size
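HEK293 cells carry an SMN2 minigene-luciferase reporter in which exon 7 inclusion puts luciferase in frame. Cells were seeded at 2000 cells/well, attached for 10-12 hours, then exposed to compounds for 30-36 hours at 37C before ONE-Glo luminescence.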
HTT aggregate – qHTS Multiplex Assay to Identify Dual Action Probes in a Cell Model of Huntington: Aggregate Formation (GFP). PC12 HttQ103-GFP aggregates, Acumen cytometry, 40 h. Potency, µM (doses to about 46.1 µM), for the others: at the highest dose activity change, negative = inhibition, hits mostly inhibitors. actives 1.1% (n = 220,000); further: on the % scale 0 is the no-effect control and ±100 the full control effect; nearly all actives have a fitted effect of over 60% in size
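PC12 cells with ecdysone-inducible HTT exon1 Q103-GFP, induced by 100 nM tebufenozide, given compounds in a concentration series. GFP aggregates (1–25 um, 6 SD above background) counted in lysates by laser-scanning cytometry, 488 nm excitation.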
ALDH1A1 block – qHTS Assay for Inhibitors of Aldehyde Dehydrogenase 1 (ALDH1A1). Aldehyde dehydrogenase 1A1 (Homo sapiens), P00352. Purified ALDH1A1, NADH fluorescence, propionaldehyde substrate. Potency, µM (titrated, usually from 75.3 µM), inactives show at the top dose activity, negative = inhibition, actives largely listed as inhibitors. actives 7.3% (n = 220,000). AID 1030, 2008; active means well fitted inhibition curve with a large enough effect, not every such curve was filed as active; inconclusive means small, poorly fitted or top-dose-only effect, or another doubt; inactive means no such curve, though single readings can be large or run the other way;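 further: plate controls were no enzyme wells and a reference inhibitor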
Target sequence (P00352 whole entry, looked up): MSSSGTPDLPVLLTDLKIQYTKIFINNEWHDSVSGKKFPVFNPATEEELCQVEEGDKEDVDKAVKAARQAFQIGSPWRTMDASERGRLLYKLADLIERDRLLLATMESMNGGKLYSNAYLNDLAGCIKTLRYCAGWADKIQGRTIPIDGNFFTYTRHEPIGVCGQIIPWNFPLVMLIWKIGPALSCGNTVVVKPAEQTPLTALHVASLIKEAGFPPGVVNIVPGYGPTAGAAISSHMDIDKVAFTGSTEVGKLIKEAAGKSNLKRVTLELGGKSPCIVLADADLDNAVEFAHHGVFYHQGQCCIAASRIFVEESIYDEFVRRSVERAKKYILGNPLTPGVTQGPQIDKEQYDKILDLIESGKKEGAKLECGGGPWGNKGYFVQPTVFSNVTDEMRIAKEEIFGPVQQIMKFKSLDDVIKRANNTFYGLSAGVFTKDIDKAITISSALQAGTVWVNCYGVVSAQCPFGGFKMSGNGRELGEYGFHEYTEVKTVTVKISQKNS
* = called active by the depositor; ? = inconclusive; . = no result given; [ ] = dose if it differs, or a comment. Unless noted, the call rests on the fitted dose curve; in most records, active means well fitted curve in the direction sought with a large enough effect; inconclusive means small, poorly fitted or top-dose-only effect, or another doubt; inactive means no such curve, though single readings can be large; an effect the other way counts as inactive or inconclusive. Potency means the concentration at half of the fitted maximal effect. Some of the compounds tested, so the mix of outcomes need not match the whole.

SMILES	Tau ThT inhib	Tau fluor counter	HTT cytoprotect	KDM4E inh	Tau fibril FP	SMN2 splice up	HTT aggregate	ALDH1A1 block
COc1ccc(-c2nnc(SCc3csc(N)n3)n2C)cc1	-16%	-5%	-3%	-4%	0%	.	10%	-7%
Cc1cc(C)cc(OCC(=O)NC2CCCc3ccccc32)c1 (stereo unspecified)	7%	-1%	-32%[10 µM]	4%	-14%	-18%	3%	16%
CCCN1c2cccc3cccc(c23)S1(=O)=O	7%	-2%	17%	?	-5%	0%	-28%	?
COC(=O)CN(c1ccc(F)cc1)S(=O)(=O)c1ccccc1	0%	2%	-3%[10 µM]	0%	-4%	-13%	7%	-5%
CC(C)Nc1c(N)c(=O)oc2ccccc12	-15%	-5%	15%	-28%	-1%	12%	13%	-13%
CC1(C)CC(=O)N(CC(=O)N2CCN(c3ncccn3)CC2)c2ccccc2S1(=O)=O	-4%	1%	1%[10 µM]	?	-1%	-10%	-9%	-8%
CCOc1ccc(C(=O)NC2CCN(C(=O)N3CCCC3)CC2)cc1	7%	1%	3%[10 µM]	-8%	-1%	-21%	-8%	?
Cc1cc(C)c2c(C)[nH]nc2n1	1%	7%	?	-3%	4%	.	-31%[9.22 µM]	.
COc1ccc(N2C(=O)CC(NCc3cccc(F)c3)C2=O)cc1 (stereo unspecified)	-9%	-1%	-7%	3%	1%	-10%	18%	-1%
Cc1ccc(NNC(=O)CCc2ccccc2)c(C)c1	-6%	-6%	-16%[10 µM]	-1%	-7%	.	-9%[9.22 µM]	9%
Cc1cccn2c(=O)c(C(=O)NCCCN3CCCCC3C)c(O)nc12 (stereo unspecified)	0%	-8%	.	.	-16%	2%	.	.
COc1cccc(NC2c3ccccc3C(=O)N2Cc2ccco2)c1 (stereo unspecified)	-17%	-13%	-13%	1%	5%	-15%	-29%	?
CC(C)c1ccc(NC(=O)N(CCc2nc3ccccc3[nH]2)C2CCCC2)cc1	-13%	-19%	-52%[inhibitor]	62%[activator]	-1%	-3%	?	?
Cc1ccc(C(=O)COC(=O)c2cc(-c3cccs3)nc3ccccc23)cc1	-16%	?	.	.	?	-2%	.	.
O=C(NCCN1CCOCC1)C1CCN(S(=O)(=O)N2CCCC2)CC1	-2%	-3%	-17%	-2%	8%	20%	1%	3%
Cc1cc(C)nc(NC(=O)C(C)N2C(=O)c3ccccc3C2=O)n1 (stereo unspecified)	-2%	7%	-13%	7%	7%	-7%	11%	1%
O=C(N/N=C1\CCc2ccccc21)c1ccc(O)cc1	?	1%	-23%[10 µM]	-25%	-10%	18µM*	6%	?
Cc1ccc(Nc2nc(N)nc(CN3CCN(C(=O)c4ccco4)CC3)n2)cc1Cl	?	-3%	-15%[0.074 µM]	-4%	-6%	5%	10%[9.22 µM]	7.9µM*
Cc1nc2ccccc2nc1OCC(=O)Nc1ccc(F)cc1	1%	4%	-21%	?	-3%	9%	-22%	10%
CCn1c(=O)c(C(=O)NCc2cccnc2)c(O)c2ccccc21	-6%	-9%	-24%	?	9%	-8%	-22%	?
COC(=O)C1(NC(=O)NC2CCCCC2)CCCCC1	?	-12%	0%[10 µM]	-4%	-14%	.	-1%[9.22 µM]	11%
CN(C)CC(O)COC(c1ccccc1)c1ccccc1 (stereo unspecified)	2%	8%	-1%[10 µM]	11%	-3%	8%	0%	9%
Cc1ccccc1/C(N)=N/OC(=O)N1c2ccccc2Sc2ccccc21	?	?	12%	-3%	2%	-11%	-2%	0%
CCN(C(=O)c1cc2c(Cl)nc3ccc(C)cc3c2s1)c1cc(OC)ccc1OC	-8%	-14%	.	.	0%	-22%	.	.
CCOc1ccc(-c2cc3nc(C4CCN(C(=O)OC(C)(C)C)CC4)c(C(=O)O)cn3n2)cc1	?	-9%	-32%	?	8%	-2%	-15%[9.22 µM]	?
Cc1cccc(Nc2nc(N)nc(CSC(=S)N3CCOCC3)n2)c1	-2%	-20%	?	-5%	?	.	7%	1%
COc1ccc(-c2ccc([C@H]3[C@@H]4C=CCC[C@@]4(C)C(=O)N3Cc3ccccc3)c(F)c2)cc1	-11%	2%	9%[10 µM]	?	-6%	.	-25%[9.22 µM]	.
CC1CCCN(c2nc3ccccc3nc2C(C#N)S(=O)(=O)c2cccs2)C1 (stereo unspecified)	?	?	11%	-8%	-10%	-37%[inhibitor]	?	?
CCOC(=O)N1CCC(n2c(SCC(=O)NCCc3ccc(S(N)(=O)=O)cc3)nc3ccccc3c2=O)CC1	-6%	-6%	-20%	-5%	0%	-19%	13%	-12%
CCOC(=O)CSC1=N/C(=C\c2cc(OC)c(OC)c(OC)c2)C(=O)N1C	-2%	2%	19%[10 µM]	?	-3%	8%	8%	-13%
Cc1cc(C)cc(-c2nnc(SCC(=O)N3CCN(C(=O)c4ccco4)CC3)o2)c1	-22%	-4%	-25%[10 µM]	8%	-1%	-18%	11%	-7%
COc1ccc(CCNS(=O)(=O)c2cccc3cccnc23)cc1OC	-11%	-15%	7%[10 µM]	9%	-1%	.	18%[9.22 µM]	.
CN(C)c1ccc(C(=O)NC2(N3CCC3=O)CCCC2)cc1	?	-9%	.	-5%	3%	-1%	.	-6%
COc1cc(CNCCCN2CCOCC2)cc(Br)c1OCC(=O)N1CCCCC1	-2%	-4%	-32%	-1%	-1%	-15%	-2%	?
O=C(NCCc1ccccc1)C(=O)NCC1CCCO1 (stereo unspecified)	-9%	-9%	10%	0%	-5%	-3%	-11%	3%
CS(=O)(=O)N1CCC(c2noc(-c3ccc(C(F)(F)F)cc3)n2)CC1	0%	-7%	-3%	6%	1%	.	-27%	5%

Profiles, looked up by structure:
Profile of CN(C)c1ccc(C(=O)NC2(N3CCC3=O)CCCC2)cc1 → Tau ThT inhib: ?; Tau fluor counter: -9%; HTT cytoprotect: .; KDM4E inh: -5%; Tau fibril FP: 3%; SMN2 splice up: -1%; HTT aggregate: .; ALDH1A1 block: -6%
Profile of CCOC(=O)N1CCC(n2c(SCC(=O)NCCc3ccc(S(N)(=O)=O)cc3)nc3ccccc3c2=O)CC1 → Tau ThT inhib: -6%; Tau fluor counter: -6%; HTT cytoprotect: -20%; KDM4E inh: -5%; Tau fibril FP: 0%; SMN2 splice up: -19%; HTT aggregate: 13%; ALDH1A1 block: -12%

(listing goes on)
SMILES	Tau ThT inhib	Tau fluor counter	HTT cytoprotect	KDM4E inh	Tau fibril FP	SMN2 splice up	HTT aggregate	ALDH1A1 block
CCOc1ccc2nc(SCC(=O)N(C)C)[nH]c2c1	5%	-2%	-13%	8%	4%	24%	6%[9.22 µM]	?
CCc1ccccc1NC(=O)C1CCCN(c2nnc(-n3c(C)ccc3C)s2)C1 (stereo unspecified)	-16%	-10%	.	.	-2%	-6%	.	.
O=S(=O)(c1ccc(Oc2ccc(-c3nnco3)cc2)nc1)N1CCC(Cc2ccccc2)CC1	2%	7%	-13%	4%	-5%	-21%	-29%	8%
CCCS(=O)(=O)N1CCC(C(=O)NCCCN2CCCC2=O)CC1	-8%	-5%	15%[10 µM]	12%	8%	-4%	16%	7%
O=C(Nc1ccc(N2CCN(c3ccc(O)cc3)CC2)cc1)Oc1ccccc1	5µM*	7.9µM*[quencher]	-16%	?	-5%	.	15%	11µM*
O=C(O)CCC(=O)NNC(=O)c1cccs1	-6%	-7%	7%[10 µM]	-1%	3%	.	1%[9.22 µM]	?
Cc1nnc(SCC(=O)NCc2ccc(F)cc2)[nH]c1=O	1%	4%	6%	4%	4%	4%	13%	?
CCOc1ccc(NC(=O)CN(C)c2ccc(S(=O)(=O)N(C(C)C)C(C)C)cn2)cc1OCC	3%	-19%	-6%	0%	9%	-4%	1%	7%
COc1ccc(C(=O)CC(=O)c2c(O)cc(OC)cc2OC)cc1	-22%[11.5 µM]	-11%[11.6 µM]	-8%[10 µM]	.	-7%[11.6 µM]	.	.	5%[13.5 µM]
CC(C)(C)C(=O)[C@H]1[C@H](c2ccccc2)[C@@]2(N=C(c3ccccc3)OC2=O)C2c3ccccc3C=NN21 (stereo partly specified)	?	-29%	-9%	-6%	-8%	13%	8%	-10%
Cc1cccc2c1OCC/C2=N\NC(=O)COc1ccccc1	?	-18%	-48%	-3%	-5%	9%	-14%	-2%
CCOC(=O)COC(=O)c1ccc(O)cc1	-15%	-5%	10%	8%	4%	-1%	-3%	4%
Cc1ccc(NC(=O)c2cc(=O)c3ccccc3o2)cc1	-1%	-8%	-20%	6%	-8%	?	?	2%
CCC(C)C(NC(=O)c1ccccc1NC(=O)c1ccco1)C(=O)NNC(=O)c1ccc(OC)cc1 (stereo unspecified)	-10%	-1%	0%[10 µM]	?	-7%	8%	13%	7%
Nc1n[nH]c(-c2ccc(F)cc2)n1	-6%	6%	-12%[10 µM]	0%	7%	14%	-1%	-8%
O=C(NCCO)/C(=C\c1cccs1)NC(=O)c1cccs1	-3%	-5%	26%[10 µM]	?	-6%	22%	8%	5%
COC(=O)Nc1sc2c(c1C(N)=O)CCC(C)C2 (stereo unspecified)	?	-13%	42%[10 µM]	-10%	-10%	.	8%[9.22 µM]	-9%
CC(=O)Oc1ccc(N2C(=O)[C@@H]3[C@H](C2=O)[C@H]2c4ccccc4C=NN2[C@@H]3C(C)=O)cc1	-13%	2%	11%[10 µM]	-3%	-2%	.	7%[9.22 µM]	.
O=C(CCCOc1ccc(Cl)cc1Cl)N1CCN(c2ccccn2)CC1	?	-17%	-12%	?	4%	-3%	-15%	-12%
Cn1c2[n+](c3ccc(Cl)cc3c1=O)Cc1ccccc1-2	-14%	-3%	8%[10 µM]	?	3%	.	-14%[9.22 µM]	.
C/C(=N/Oc1nc(C)cc(C)n1)c1ccc(F)cc1	-18%	-5%	-17%	2%	0%	-19%	8%	5%
